M. tuberculosis GlmU – inhibition of mycobacterial GlmU enzyme – biochemical, glucosamine-1-phosphate acetyltransferase (AID 1376) | M. tuberculosis GlmU acetyltransferase enzyme assay; higher % means a stronger effect | inhibition, %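 (tested at 30 µM in the primary screen)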; hits with a dose series show IC50 in µM | 220,000 tested, 0.25% active; in the data active = inhibition above about 13%; inconclusive = no clear call, values can overlap the other calls;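 also: 0% = complete reaction with vehicle and 100% = reaction without substrate; strong numbers were not always called active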
Mtb RmlCD inh – inhibitors of Mycobacterium tuberculosis RmlC and RmlD coupled enzymes | 160,000 tested, 0.03% active | inhibition, % at 3.6 µM | AID 1533 | RmlC+RmlD coupled enzyme assay, percent inhibition; primary screen in compound mixtures; in the data active = inhibition mostly above about 34%, no sharp cut-off; inconclusive = no clear call, values can overlap the other calls; inactive = mostly below about 22%; also: some results filed as inactive read as strong as hits
Target sequence (P9WH09 whole entry, looked up): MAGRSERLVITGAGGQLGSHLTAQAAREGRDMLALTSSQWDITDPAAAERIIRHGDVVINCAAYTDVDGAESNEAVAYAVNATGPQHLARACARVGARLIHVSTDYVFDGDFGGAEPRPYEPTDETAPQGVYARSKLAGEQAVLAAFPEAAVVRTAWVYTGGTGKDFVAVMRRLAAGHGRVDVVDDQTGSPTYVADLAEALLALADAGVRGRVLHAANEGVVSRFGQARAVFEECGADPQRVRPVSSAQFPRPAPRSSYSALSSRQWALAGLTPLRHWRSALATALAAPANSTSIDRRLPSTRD
Target sequence (P9WH11 whole entry, looked up): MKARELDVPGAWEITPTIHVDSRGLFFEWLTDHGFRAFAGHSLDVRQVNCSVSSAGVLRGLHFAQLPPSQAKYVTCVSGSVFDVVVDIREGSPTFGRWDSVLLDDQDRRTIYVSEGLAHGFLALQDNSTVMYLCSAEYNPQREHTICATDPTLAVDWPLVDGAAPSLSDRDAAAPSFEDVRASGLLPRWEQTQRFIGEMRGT
* = called active by the depositor; ? = inconclusive; . = not tested or not shown; & = joins results of further samples. Only part of the results is shown, so the mix of outcomes need not match the whole.

Molecule | M. tuberculosis GlmU | Mtb RmlCD inh
C=C(C)CNC(=S)N/N=C/c1ccc([N+](=O)[O-])cc1 | 3.4% | 9
Cc1cc(C)c(OCCCCn2cnc3ccccc3c2=O)c(C)c1 | 4.5% | 18
Cc1ccc(S(=O)(=O)Nc2cc(C(C(=O)OC(C)C)C(=O)C(F)(F)F)c(O)c3ccccc23)c(C)c1 (stereo not drawn) | -6.0% | ?
CCOC(=O)c1c(-c2ccc(C)cc2)csc1NC1=NS(=O)(=O)c2ccccc21 | 4.5% | -13
O=C(NC1CCCC1)c1cccc(Cl)c1 | 3.2% | 5
COc1ccccc1CN(Cc1nc2ccccc2c(=O)[nH]1)C(=O)Nc1cccc(C)c1 | -0.9% | -7
C=CCn1c(-c2ccc3ncccc3c2)n[nH]c1=S | -0.6% | 3
COc1ccc(C(=O)NCCc2ccc(F)cc2)cc1OC | -4.1% | .
Cc1noc(C)c1C(=O)N1CC(C)OC(C)C1 (stereo not drawn) | 0.9% | 6
CNC(=O)NC(=O)C(C)OC(=O)CCCc1nc2ccccc2s1 (stereo not drawn) | -3.9% | 11
COc1ccccc1S(=O)(=O)Cc1ccc(C(=O)NCC2CCCO2)o1 (stereo not drawn) | 1.1% | -3
CO/N=C/c1ccc(N2CCN(C(=O)c3ccc(F)cc3)CC2)c([N+](=O)[O-])c1 | 5.8% | 11
CCOc1ccc(C(=O)c2cc([N+](=O)[O-])ccc2N2CCOCC2)cc1 | 5.0% | -34
COc1ccc2c(c1)C(=C(C#N)C#N)C(=O)N2CCc1ccccc1 | 1.8% | 10
O=C(Cc1cccs1)Nc1ccccc1NC(=O)Cc1cccs1 | 1.8% | 10
Cc1ccccc1OCCc1c(C)[nH]c(=S)[nH]c1=O | 1.2% | 2
O=C(NCc1ccc2c(c1)OCO2)Nc1cccc2ccccc12 | -2.4% | .
CCN(CC)C(=O)CSc1nc(-c2cccs2)cc(-c2cccs2)c1C#N | 5.2% | .
O=C(Nc1ccc2nc(-c3cccs3)c(-c3cccs3)nc2c1)NC1CC1 | 2.0% | 10
CCOC(=O)C1CCN(C(=O)C2CCN(S(=O)(=O)CC)CC2)CC1 | -1.9% | .
COc1ccc(/C=N/Nc2cc(C)nc(N3CCOCC3)n2)cc1 | -1.3% | 20
Cc1nc2ccc(S(=O)(=O)Nc3cc(-c4nc5cccnc5s4)ccc3C)cc2s1 | -4.1% | .
O=C(/C=C/Nc1ccc(F)cc1)c1ccc(Oc2ncccn2)cc1 | . | 4
CCOC(=O)c1c(-c2ccc(-c3ccccc3)cc2)csc1NC(=O)C1C2CCC(O2)C1C(=O)O (stereo not drawn) | 2.9% | -5
Cc1c(CNC2CCC(C)CC2)c(C(=O)O)c(C)n1Cc1ccccc1 (stereo not drawn) | 5.9% | -7
CCN(CC1CCCO1)C(=O)CCc1nnc(Cc2ccc3c(c2)OCO3)o1 (stereo not drawn) | -3.9% | 1
Cc1ccccc1/C=N/Nc1ncnc2nc[nH]c12 | -4.7% | 12
CC(=O)SC(C)CC(=O)Nc1ccccc1 (stereo not drawn) | 3.9% | 1
Cc1cc(C)nc(Nc2n[nH]c(COc3ccccc3)n2)n1 | 5.5% | .
COc1ccc(C2Nc3ccccc3C(=O)N2c2ccccc2)cc1CN1CCOCC1 (stereo not drawn) | -3.3% | .

2 of the compounds above, as labelled records.
O=C(/C=C/Nc1ccc(F)cc1)c1ccc(Oc2ncccn2)cc1
  M. tuberculosis GlmU: . | Mtb RmlCD inh: 4

Cc1c(CNC2CCC(C)CC2)c(C(=O)O)c(C)n1Cc1ccccc1 (stereo not drawn)
  M. tuberculosis GlmU: 5.9% | Mtb RmlCD inh: -7

Profiles as entered above.
O=C(NC1CCCC1)c1cccc(Cl)c1 reads M. tuberculosis GlmU: 3.2%; Mtb RmlCD inh: 5
Cc1ccccc1OCCc1c(C)[nH]c(=S)[nH]c1=O reads M. tuberculosis GlmU: 1.2%; Mtb RmlCD inh: 2

Further structures.
Molecule | M. tuberculosis GlmU | Mtb RmlCD inh
C=C(C)CSc1nc2ncccc2[nH]1 | -1.9% | -6
Cc1cccc2c1Sc1ccccc1CC2=O | -2.9% | -5
CCN1CCN(C(=S)NCc2ccc(C)cc2)CC1 | 1.1% | -7
Cn1c(CN2CCCC2)nc2cc(NS(=O)(=O)c3ccccc3)ccc21 | 2.3% | .
COc1cccc(/C=N/NC(=O)Cn2nc(C)c([N+](=O)[O-])c2C)c1O | 0.4% | -8
CCOC(=O)c1ccc(NC(=O)CN2C(=O)C(=O)N(CC(C)C)C2=O)cc1 | 3.8% | -6
Cc1ccc(O)c(CNc2ccc(S(=O)(=O)Nc3nccs3)cc2)c1 | 9.1% | -11
Cc1[nH]n(-c2ccccc2)c(=O)c1C(C[N+](=O)[O-])c1ccccc1Cl (stereo not drawn) | 1.0% | 8
COc1ccc(CCn2c(C)nc3ccccc3c2=O)cc1OC | 1.3% | 5
Cc1ncc(CN2CCC(CO)(CCOc3ccccc3)CC2)s1 | 1.8% | .
OCC[C@@H]1C[C@@H](O)[C@H](O)[C@]2(CCCCO2)O1 | 3.8% | .
Cc1ccc(SCCC(=O)Nc2ccccc2C(=O)N2CCOCC2)cc1 | 2.7% | -8
CNC(=O)C1CC(=O)N(Cc2ccc3c(c2)OCO3)C(=Nc2ccc(OC)cc2)S1 (stereo not drawn) | 0.5% | -7
O=C(NCCN1CCOCC1)c1ccc2ccccc2n1 | 0.8% | -10
O=C(NCc1cccs1)c1cccc(N2CCCC2=O)c1 | 3.0% | 3
c1ccc(N2CCN(Cc3ccnc4ccccc34)CC2)cc1 | 1.2% | 2
O=C(CC(=O)Nc1ccc(Cl)c(Cl)c1)N/N=C/c1ccc(O)cc1 | -2.0% | .
O=C(NCC1CCCN(Cc2ccc3nonc3c2)C1)c1ccc(F)cc1 (stereo not drawn) | 1.0% | .
O=C(CSc1nc2ncccc2[nH]1)c1ccc2c(c1)OCO2 | 2.1% | 27
Cc1cc(Cl)ccc1NC(=S)N1CCC(C(N)=O)(N2CCCCC2)CC1 | 6.0% | 6
COc1ccc(OC)c(N(CC(=O)NCCSc2ccccc2)S(C)(=O)=O)c1 | 1.1% | .
O=C(Nc1cccc(S(=O)(=O)Nc2ccc(Cl)cc2)c1)c1ccc2c(c1)OCCO2 | 5.0% | -4
Clc1ccc(C2=CSC3=Nc4cccc5cccc(c45)N23)cc1 | 5.3% | .
O=c1cc(O)c(-c2ccccc2Cl)c(Cl)[nH]1 | 0.9% | 13
Nc1cccc2cnccc12 | 0.8% | .
CC(C)(C)N1CSC(=S)N(Cc2ccccc2)C1 | 7.7% | 3
CN(C)c1c(-c2ccccc2)cc(-c2ccccc2)[nH]c1=O | -0.2% | 1
O=[N+]([O-])c1ccc(Sc2ncc3ccccn23)nc1 | 3.9% | -8
O=C(NC1CCCCC1)C(=S)N1CCCC1 | -1.2% | -9
CCCCCC/C(C)=C1/SC(=S)NC1=O | -3.5% | .

Two entries drawn at random from those above, as already listed:
Molecule | M. tuberculosis GlmU | Mtb RmlCD inh
Clc1ccc(C2=CSC3=Nc4cccc5cccc(c45)N23)cc1 | 5.3% | .
O=C(NC1CCCCC1)C(=S)N1CCCC1 | -1.2% | -9

The list goes on.
mol | M. tuberculosis GlmU | Mtb RmlCD inh
CCCC(C)C1(CC)C(=O)NC(=O)N=C1N (stereo not drawn) | -0.4% | .
C=CCOc1ccccc1/C=c1\sc2nc(-c3oc4ccccc4c3C)nn2c1=O | 6.4% | .
Cc1cc(C)c2c(n1)nn1c(C)c(CCC(=O)NCc3ccco3)c(C)nc21 | 2.7% | -5
CC(C)(C)c1ccc(C2=NC(=O)C(CC(=O)O)S2)cc1 (stereo not drawn) | 1.2% | 7
COc1ccc(-c2nnc(SCC(=O)NC(C)C)n2CC2CCCO2)cc1OC (stereo not drawn) | 0.1% | 8
CC(=C\C(=O)O)/C(=C/c1ccccc1)C(=O)O | -1.5% | -7
CN(C)c1ccnc2c[cH-]cc12.[Fe].c1ccc(-[c-]2[c-](-c3ccccc3)[c-](-c3ccccc3)[c-](-c3ccccc3)[c-]2-c2ccccc2)cc1 (stereo not drawn) | 2.3%&3.6% | 4
CCOC(=O)CN1NC2(CCCC(C)C2)NC1=S (stereo not drawn) | 1.8% | 6
COc1cc(NC(=S)Nc2cccnc2)cc(OC)c1OC | 5.2% | -7
Cc1ccc(S(=O)(=O)N(C)C)cc1NC(=S)NC(=O)C12CC3CC(CC(C3)C1)C2 | -3.6% | 3
CC(C)[C@H](CO)N(Cc1cccc(F)c1)c1nc(Nc2cccc(Cl)c2)c2ncn(C(C)C)c2n1 | 2.2% | .
COc1cc(-n2c(C)nc3cc(C(=O)NCCN4CCOCC4)ccc32)cc(OC)c1OC | 2.2% | -12
CCC(C)(C)n1nnnc1C(c1ccc2ncccc2c1)N1CCN(Cc2ccc3c(c2)OCO3)CC1 (stereo not drawn) | 2.5% | -8
O=S(=O)(Nc1ccc(-c2csc(-c3ccccc3)n2)cc1)c1ccc(F)cc1 | -3.3% | 11
CCOc1ccc(NC(=O)CSC2=C(C#N)C(c3ccc4c(c3)OCO4)CC(=O)N2)cc1 (stereo not drawn) | . | -8
N#CCC1c2ccccc2CCN1C(=O)Nc1cccc(C(F)(F)F)c1 (stereo not drawn) | 3.3% | 13
CC(C)(C)NS(=O)(=O)c1ccc(CCC(=O)NCc2ccc3c(c2)OCO3)cc1 | -5.7% | .
O=C(CSc1ccc(Cl)cc1)N/N=C/c1cccnc1 | -1.2% | 11
CC(Sc1nnc2ccccn12)C(=O)Nc1ccc2c(c1)OCO2 (stereo not drawn) | -3.9% | -6
Fc1ccc(/C=N/N2CCOCC2)c(F)c1 | -7.3% | -1
CCCOc1cccc(C(=O)O)c1 | 5.1% | -2
COc1ccc(C2C3=C(CC(C)(C)CC3=O)Nc3c2c(=O)[nH]c2nc(C)nn32)cc1 (stereo not drawn) | 1.3% | .
CC1(C)N([O-])C(c2cccs2)=C[N+]1=O | 7.4% | -7
Cc1cccc(C(=O)OCC(=O)Nc2sc3c(c2C#N)CCC3)c1 | 3.6% | -1
Cc1sc2c(=O)n3c(nc2c1C(=O)NC1CCCCC1)CCCCC3 | -4.7% | 6
O=C(CN1C(=O)COc2ccccc21)NCCC1=CCCCC1 | -2.3% | -10
Cc1ccccc1Nc1nnc(SCc2cc([N+](=O)[O-])cc3c2OCOC3)s1 | -2.2% | -9
CCCCOc1ccc(C(=O)NN2CCN(C)CC2)cc1 | -1.5% | 22
OC1C2CN3CN(C2)CC1(c1ccccc1)C3 (stereo not drawn) | 1.8% | -10
COC(=O)c1cnn2c(C(F)(F)F)cc(-c3ccco3)nc12 | 1.4% | -9
CC(C)(C)c1ccc(NNC(=O)C2CCC2)cc1 | -5.0% | 7
CCN(CC)CCCNC(=S)N(Cc1cccnc1)Cc1cc2cccc(C)c2[nH]c1=O | -1.7% | 5
O=C(Nc1ccc(-n2cccc2)cc1)C1CC1 | 3.6% | 0
CN(CC1CCOCC1)C(=O)CC1C(=O)NCCN1Cc1ccc(-c2ccccc2)cc1 (stereo not drawn) | 2.4% | .
N#C/C(=C\c1c(Cl)cccc1Cl)c1nc2ccccc2o1 | 0.1% | 6
O=[N+]([O-])c1ccc(NCCNCCOc2nonc2-c2ccccc2)c([N+](=O)[O-])c1 | -5.5% | 2
O=C(COC(=O)C(Cc1ccccc1)NC(=O)c1ccccc1)c1ccccc1 (stereo not drawn) | -3.4% | -8
Cc1nc(CN(C)C(=O)c2cc(COc3ccc4ncccc4c3)on2)cs1 | -0.2% | -8
Cc1[nH]c2ccc(Br)cc2c(=O)c1CN1CCCCC1 | -2.7% | .
CCOC(=O)c1c(C(C#N)C#N)cc(C)nc1C | 1.8% | -9
O=C1NC(=O)N(c2ccccc2F)C(=O)/C1=C/c1ccc(Sc2nc3ccccc3[nH]2)o1 | 219µM* | 9
CCCCSc1nc(C)cc(C)c1S(=O)(=O)c1ccccc1C | -4.8% | 14
CCn1cc(Br)c(C(=O)N(C)Cc2ccccc2)n1 | 4.1% | .
CCOCCCNC(=O)c1ccc(Br)cc1 | 2.9% | -8
Cc1ccc(-n2nnnc2SCc2nnc(-c3ccccc3Br)o2)c(C)c1 | 3.4% | 4
Cn1cc(CN2CCN(Cc3cccnc3)CC2)c(-c2ccc3c(c2)OCCO3)n1 | 2.3% | -12
CC(=O)c1cc2c(cc1NC(=O)CN1CCN(c3ccc(F)cc3)CC1)OCO2 | 2.5% | .
COc1ccc(-c2[nH]ncc2CN2C[C@@H]3CCC[C@H]2C3)c(F)c1 | 1.0% | .
COc1c(C)cc(C(=O)C2CCCN(C(=O)/C=C/c3ccccn3)C2)cc1C (stereo not drawn) | -5.0% | 5
CC(=O)NCCC(Cc1ccccc1)c1ccco1 (stereo not drawn) | 6.7% | -3
COc1cccc(Cn2nnc(C(=O)NCc3ccc4c(c3)OCO4)c2N)c1 | -1.6% | 7
Cc1ccccc1Nc1nc(NCc2ccco2)c2ccccc2n1 | -2.2% | -2
COCC(=O)NC1CCN(C(=O)Nc2ccc(Br)cc2)CC1 | 3.5% | .

Of the compounds above, these contain a COOH group:
mol | M. tuberculosis GlmU | Mtb RmlCD inh
CCOC(=O)c1c(-c2ccc(-c3ccccc3)cc2)csc1NC(=O)C1C2CCC(O2)C1C(=O)O (stereo not drawn) | 2.9% | -5
Cc1c(CNC2CCC(C)CC2)c(C(=O)O)c(C)n1Cc1ccccc1 (stereo not drawn) | 5.9% | -7
CC(C)(C)c1ccc(C2=NC(=O)C(CC(=O)O)S2)cc1 (stereo not drawn) | 1.2% | 7
CC(=C\C(=O)O)/C(=C/c1ccccc1)C(=O)O | -1.5% | -7
CCCOc1cccc(C(=O)O)c1 | 5.1% | -2

Source: PubChem (several laboratories)
